# Screening data from PubChem BioAssay.
# KKLEB cytotox = CF airway cell cytotoxicity counter-screen; KKLEB CF airway cells viability, ATPlite luminescence, overnight; active compounds read low; cells stimulated with P. aeruginosa culture filtrate; activity change (cytotoxicity), % at 5 µM; 360,000 compounds, 0.36% hits;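 active = corrected activity change at or below -50% at 5 µM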
# Shn3 3UTR inh = Schnurri-3 reporter inhibition in Clone20 osteoblasts; inhibition, % at 12.5 µM; Clone20 osteoblast Shn3 3'UTR firefly luciferase, 24 h; 360,000 compounds, 0.52% hits;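 active = mean inhibition of at least 75% with every replicate also reaching 75%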;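 note: 0% = median of neutral control wells and 100% = pilot-screen positive control compound; some compounds past the cut are filed as inactive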
# Vif inh = inhibitors of HIV Vif. inhibition, % at 7.49 µM. HEK293T cells, Vif self-association by quenched fluorescence, imaging, 24 h. 340,000 compounds, 0.35% hits. AID 602346; in the data active = inhibition above about 50%, passing the limit was not always enough; note: some results filed as inactive read as strong as hits
# NR2E3 ag-1 = human photoreceptor-specific nuclear receptor agonism. CHO-S Gal4-NCOR/VP16-NR2E3 two-hybrid, luciferase. 360,000 compounds, 0.35% hits. Q9Y5X4. AID 602229. inhibition of corepressor binding, % at 3.98 µM;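 active = inhibition above the mean of all tested compounds plus 3 SD, cut at about 70% in these data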;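 note: 0% = DMSO with NR2E3 transfected cells and 100% = cells lacking NR2E3 construct; higher means lower luciferase signal from less NR2E3 corepressor binding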
# Target sequence (Q9Y5X4 whole entry, looked up, the tested form may be a part): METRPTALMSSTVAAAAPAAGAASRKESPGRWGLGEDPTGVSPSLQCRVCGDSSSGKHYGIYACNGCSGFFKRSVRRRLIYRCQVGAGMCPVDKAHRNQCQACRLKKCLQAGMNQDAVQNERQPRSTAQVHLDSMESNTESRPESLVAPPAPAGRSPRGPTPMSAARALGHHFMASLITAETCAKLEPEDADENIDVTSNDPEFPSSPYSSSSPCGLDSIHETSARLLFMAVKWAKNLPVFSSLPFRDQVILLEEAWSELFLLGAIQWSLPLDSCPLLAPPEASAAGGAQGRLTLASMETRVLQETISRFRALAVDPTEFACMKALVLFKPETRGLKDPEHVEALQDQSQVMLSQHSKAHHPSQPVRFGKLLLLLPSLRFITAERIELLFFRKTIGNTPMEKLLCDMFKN
# CF NFkB block = blocks PAF-induced NF-kB reporter in cystic fibrosis cells. KKLEB NF-kB-GFP reporter, GFP fluorescence overnight. AID 588850. 360,000 compounds, 0.86% hits. inhibition, % at 5 µM;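 active = at least 50% inhibition at 5 µM, scaled per plate between neutral and stimulator controls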;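 note: PAF is a Pseudomonas aeruginosa culture filtrate used as stimulus; plate controls were PAF-stimulated DMSO wells for no effect and unstimulated DMSO wells for full effect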
# HIF-2a block = HIF-2a inhibition | inhibition, % at 18.8 µM | 360,000 compounds, 0.72% hits | 786-0 RCC cells HIF-2a reporter, luciferase luminescence, overnight;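 active = inhibition of the luminescence signal of 40% or more relative to plate controls, in a single-dose primary screen at 18.75 µM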
# PDI inh = PDI (human) enzyme inhibition; PDI insulin aggregation turbidity, A650, 90 min; inhibition, % at 10 µM; 350,000 compounds, 0.052% hits;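 active = mean inhibition across replicates of 30% or more, whatever share of single replicates reach that level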;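 note: absorbance from insulin aggregation driven by PDI reduction with DTT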
# Target sequence (P07237 whole entry, looked up): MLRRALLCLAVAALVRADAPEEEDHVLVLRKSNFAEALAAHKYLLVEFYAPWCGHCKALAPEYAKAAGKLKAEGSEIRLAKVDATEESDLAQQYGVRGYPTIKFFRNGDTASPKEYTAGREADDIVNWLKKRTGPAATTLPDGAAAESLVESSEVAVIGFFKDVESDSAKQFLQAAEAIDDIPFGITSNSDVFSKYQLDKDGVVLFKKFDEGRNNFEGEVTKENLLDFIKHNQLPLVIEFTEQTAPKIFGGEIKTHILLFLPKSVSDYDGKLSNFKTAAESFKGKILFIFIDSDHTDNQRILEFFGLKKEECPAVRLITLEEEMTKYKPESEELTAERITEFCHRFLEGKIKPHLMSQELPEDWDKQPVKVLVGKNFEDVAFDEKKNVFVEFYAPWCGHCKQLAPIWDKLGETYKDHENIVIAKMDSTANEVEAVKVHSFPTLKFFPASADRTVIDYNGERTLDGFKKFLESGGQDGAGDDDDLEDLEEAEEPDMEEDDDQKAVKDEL
# MITF TRPM1 inh = MITF TRPM1 promoter inhibition in SK-MEL-5 cells; 330,000 compounds, 0.83% hits; SK-MEL-5 TRPM1 promoter luciferase, 24 h; inhibition, % at 12.5 µM;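 active = mean inhibition across replicates of 60% or more, whatever share of single replicates reaches that level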; note: values of inactives mirror those of a sister screen read the other way
# Peg3 promoter = inhibitors of Peg3 promoter | AID 588405 | 360,000 compounds, 1.7% hits | inhibition, % at 20 µM | HeLa PEG-Prom luciferase reporter, luminescence, overnight;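 active = inhibition of at least 50% at 20 µM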
# NR2E3 ag-2 = NR2E3 (human) agonism; Q9Y5X4; GST-NR2E3/biotin-RetCOR TR-FRET, 1536-well; inhibition of corepressor binding, % at 4.78 µM; 320,000 compounds, 0.12% hits; AID 2300;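 active = percent inhibition above the cutoff of mean plus 3 SD of all tested compounds, set per screening campaign, cut at about 20% in these data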;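 note: 0% = DMSO wells and 100% = biotin wells as full block of FRET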
#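 Material – GST-tagged NR2E3 plus biotinylated RetCOR corepressor · Quantity – NR2E3 fusion 1.35 nM · Times – 5 h incubation at 4 °C · Medium – pH 7.5 Tris-based buffer · Technique – TR-FRET, Eu(K)-anti-GST donor, streptavidin-D2 acceptor, ex 340, em 617/671 nm · Benchmarks – high control biotin, low control 0.6% DMSO · Format – 1536-well plates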
# CaV13 ICDI inh = Primary screen for inhibitors of IQ motif and Ca2+-dependent inactivation inhibitor domain binding in CACNA1D, Förster resonance energy transfer in living cells, …. HEK cells, CFP/YFP FRET ICDI-IQ, plate reader, 10 min; percent FRET-ratio fall versus neutral wells. 340,000 compounds, 0.098% hits. inhibition, % at 12.3 µM;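 active = mean replicate inhibition of at least 30% and at least 1% of replicates passing that level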;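 note: 0% = median of the neutral control wells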
# An asterisk follows results filed as active; / = no result given.
nr	SMILES	KKLEB cytotox	Shn3 3UTR inh	Vif inh	NR2E3 ag-1	CF NFkB block	HIF-2a block	PDI inh	MITF TRPM1 inh	Peg3 promoter	NR2E3 ag-2	CaV13 ICDI inh
1	COc1cc(OC)c(OC)cc1/C=C/c1cc(C(=O)O)c2ccccc2n1	1	6	-1	-15	-6	6	2	2	4	2	-3
2	Cc1noc(C)c1C(=O)NCCC1=CCCCC1	5	-4	14	-1	10	13	3	-6	-3	-1	-8
3	COc1cc(F)ccc1-c1cc(C(=O)NCC2CCCCC2)[nH]n1	-4	-10	-8	-19	-1	-41	25	/	-33	/	-10
4	COc1ccc(CCNC(=O)C(C)n2nc(C)c3c(C)n(-c4ccc(C)cc4)nc3c2=O)c(OC)c1 (stereo not drawn)	18	50	-12	5	-14	10	9	23	20	-3	-3
5	O=C(c1ccco1)N1CCc2[nH]nc(-c3ccccc3)c2C1	-5	0	-6	-8	-10	-13	10	1	-11	2	-15
6	O=C(CNC(=O)c1ccccc1F)OCC(=O)N1CCCc2ccccc21	-6	-3	/	-29	11	10	1	-6	8	-1	-5
7	O=C(NC(=O)c1ccc(Cl)cc1)OC1CCCCC1	-9	-35	12	2	16	-144	-11	-19	-136	1	-13
8	O=C(Cc1nc2ccccc2[nH]1)N/N=C/c1ccccc1	1	-28	-6	7	-21	-41	3	-11	-13	0	11
9	Cc1ccc(N2CC(C(=O)N3CCC(C(=O)Nc4nncs4)CC3)CC2=O)cc1 (stereo not drawn)	-2	-6	11	-17	-3	6	-33	5	2	3	-7
10	CC[C@@H](C)[C@@H](C(=O)N1CCN(C(=O)OC(C)(C)C)CC1)n1cc(CCCCNC(=O)OC(C)(C)C)nn1	10	39	-20	5	-6	3	-3	1	42	3	-5
11	CCOC(=O)c1sc2nc(C)nc(SC(C)C(=O)N(C)c3ccccc3)c2c1C (stereo not drawn)	-9	12	-5	-19	-3	0	-6	6	8	4	-15
12	CCOC(=O)NC(NCc1ccccc1)(C(F)(F)F)C(F)(F)F	0	-2	-8	-2	14	12	5	1	1	-1	-4
13	NS(=O)(=O)c1ccc(CCNC(=O)CCc2nc3ccccc3s2)cc1	-2	2	3	4	4	3	-3	-6	-7	2	-6
14	CNCCOc1ccc(Cl)c(Cl)c1	5	-6	-1	-39	-4	7	-15	0	-4	1	-4
15	Cc1ccc(C(=O)NNC(=O)c2cccc(Br)c2)cc1	11	-10	5	-27	-14	-66	5	-22	-48	-2	-2
16	CC1=NC(C)(C)Cc2c(C)cccc21	0	10	-16	-11	17	15	-1	-3	6	2	-6

# Arranged by length of the SMILES (rising): some entries from above.
nr	SMILES	KKLEB cytotox	Shn3 3UTR inh	Vif inh	NR2E3 ag-1	CF NFkB block	HIF-2a block	PDI inh	MITF TRPM1 inh	Peg3 promoter	NR2E3 ag-2	CaV13 ICDI inh
14	CNCCOc1ccc(Cl)c(Cl)c1	5	-6	-1	-39	-4	7	-15	0	-4	1	-4
16	CC1=NC(C)(C)Cc2c(C)cccc21	0	10	-16	-11	17	15	-1	-3	6	2	-6
15	Cc1ccc(C(=O)NNC(=O)c2cccc(Br)c2)cc1	11	-10	5	-27	-14	-66	5	-22	-48	-2	-2
11	CCOC(=O)c1sc2nc(C)nc(SC(C)C(=O)N(C)c3ccccc3)c2c1C (stereo not drawn)	-9	12	-5	-19	-3	0	-6	6	8	4	-15

# Single records (already shown). Order of values: KKLEB cytotox, Shn3 3UTR inh, Vif inh, NR2E3 ag-1, CF NFkB block, HIF-2a block, PDI inh, MITF TRPM1 inh, Peg3 promoter, NR2E3 ag-2, CaV13 ICDI inh
# CNCCOc1ccc(Cl)c(Cl)c1 reads 5, -6, -1, -39, -4, 7, -15, 0, -4, 1, -4
# CC[C@@H](C)[C@@H](C(=O)N1CCN(C(=O)OC(C)(C)C)CC1)n1cc(CCCCNC(=O)OC(C)(C)C)nn1 reads 10, 39, -20, 5, -6, 3, -3, 1, 42, 3, -5

# Following part:
nr	SMILES	KKLEB cytotox	Shn3 3UTR inh	Vif inh	NR2E3 ag-1	CF NFkB block	HIF-2a block	PDI inh	MITF TRPM1 inh	Peg3 promoter	NR2E3 ag-2	CaV13 ICDI inh
17	Cc1ccc(F)cc1NC(=O)CN1C(=O)NC2(CCCc3ccccc32)C1=O (stereo not drawn)	-7	-4	/	-28	-15	6	3	1	0	0	-4
18	CCCN1C(=O)/C(=C/c2ccc3c(c2)OCO3)NC1=S	-1	-1	-4	-13	2	-5	-7	14	-111	/	19
19	COc1ccc(C(N)c2csc(NC(=O)Nc3cccc(C(F)(F)F)c3)n2)cc1 (stereo not drawn)	-18	11	-5	-28	25	5	-6	/	97*	/	-11
20	O=C(CCNC(=O)C1CCN(S(=O)(=O)c2ccccc2)CC1)NCc1ccccc1Cl	5	13	-4	-2	-14	12	1	10	9	4	-6
21	CN1CCN(C(=O)C2CCC(=O)N(CCc3cccc(F)c3)C2)CC1 (stereo not drawn)	16	-3	24	-3	-8	7	-7	18	9	0	-9
22	COc1ccc(NS(=O)(=O)c2ccc(C)c(C(=O)NCCCN3CCCC3=O)c2)cc1	4	6	4	1	9	7	8	/	-5	3	-2
23	N/C(=N\O)c1ccc(N2CCN(c3ncccc3C(F)(F)F)CC2)nc1	-2	-63	6	-75	13	-235	-8	-58	-265	1	-19
24	COc1ccc(S(=O)(=O)N(C)[C@H]2C[C@H]3c4cc(-c5ccccc5)ccc4CCN3C(=O)[C@H]2[C@H](C)O)cc1	-6	7	-3	7	-1	13	12	/	24	/	-6
25	COc1ccc(C(=O)NCCc2ccc(S(N)(=O)=O)cc2)cc1OC	4	-1	3	25	9	1	-2	7	12	2	-5
26	CC(=O)Nc1ccc2nc(CN3CCN(CC=C(C)C)C(CCO)C3)ccc2c1 (stereo not drawn)	2	-6	11	-13	-4	18	-1	15	8	2	-4
27	COc1ccc(S(=O)(=O)N2CCc3ccccc32)cc1C(=O)NCCc1ccc(S(N)(=O)=O)cc1	2	3	-3	0	8	5	-6	13	8	/	-2
28	Cc1sc2nc(CSc3nnc(Cc4cccs4)n3C3CCCCC3)[nH]c(=O)c2c1C	2	11	/	-2	-8	8	-5	-4	20	-1	/
29	COc1ccc(/C=C2\N=C(C)OC2=O)cc1[N+](=O)[O-]	-8	-35	-2	-7	8	18	-3	0	2	1	-14
30	C=CCn1c(SCC(=O)N2CCOCC2)nc(O)c(Cc2ccccc2)c1=O	-5	0	-13	-17	4	17	8	4	9	1	-7
31	Cc1c(C(=O)NCC(C)(C)N2CCOCC2)oc2ccccc12	8	16	11	12	6	6	-8	/	12	1	-3
32	Cc1ccccc1S(=O)(=O)Cc1ccc(C(=O)NCc2cccs2)o1	-16	-6	-2	-19	8	0	-6	3	-6	1	-6
33	COc1ccc(C2Nc3ccccc3C(=O)N2NC(=O)c2ccccc2)cc1OC (stereo not drawn)	-23	2	6	-3	11	-23	1	6	-22	-1	-4
34	COc1ccc(NC(=O)C2CCN(S(C)(=O)=O)CC2)cc1	10	-20	1	-5	-7	-7	1	1	4	0	-9
35	COc1ccc(/C=N/NS(=O)(=O)c2ccccc2)cc1OS(=O)(=O)c1ccccc1	11	-5	33	-15	0	-2	0	3	9	-1	-5
36	O=C(/C=C/c1c(Cl)cccc1Cl)Nc1ccncc1	-10	-71	-2	-19	16	-356	-1	-80	-320	-1	-5
37	CC(C)Cc1csc(=S)[nH]1	15	-2	-6	-18	-29	10	1	1	5	/	-6
38	CC(C)CC1Nc2ncnc(N3CCN(c4ccccc4)CC3)c2N(Cc2ccc(Cl)cc2)C1=O (stereo not drawn)	10	79	-2	10	10	8	-10	-6	-2	0	-12
39	Clc1ccc(COc2ccccc2CNCc2cccnc2)cc1	-5	-30	5	-2	23	13	3	10	1	-2	-8
40	CCOC(=O)c1c(NC(C)=O)sc(/C(C)=N/Nc2ccc(C(=O)O)cc2)c1C	5	-11	/	-41	-8	-68	0	8	-34	-3	-22
41	Cc1ccc(-n2nnnc2-c2cccnc2)cc1	-3	17	7	3	-16	6	3	-11	16	-2	-5
42	CCCCCCCCCCCCCCC(O)C[N+](C)(CCO)CCO (stereo not drawn)	-34	-7	5	-15	55*	73*	24	3	70*	/	-5
43	CN1CCN(C(CNS(=O)(=O)c2ccc(Br)cc2)c2ccc3c(c2)OCO3)CC1 (stereo not drawn)	5	3	-3	17	-19	11	1	-11	-26	-1	-15
